# Pol iota inh: qHTS for Inhibitors of Polymerase Iota; Pol iota fluorescent replication assay, 10 min; Potency, µM (doses to about 115 µM), for inactives: at the top dose activity, negative = inhibition, actives largely listed as inhibitors; DNA polymerase iota (Homo sapiens), Q9UNA4; 390,000 compounds, 1% hits; also: potency is read from the fitted curve at half-maximal effect
#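 Pol iota at 10 nM preincubated 15 min with compounds at room temperature; reaction started with fluorescent substrate, 50 nM final. Fluorescence read kinetically at 0 and 10 min; buffer-only wells as negative control.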
# BLM inh: qHTS Assay for Inhibitors of Bloom's syndrome helicase (BLM); 350,000 compounds, 0.2% hits; RecQ-like DNA helicase BLM (Homo sapiens), P54132; Potency, µM (doses to about 56.1 µM), for inactives: at the top dose activity change, negative = inhibition, hits mostly inhibitors; recombinant BLM DNA unwinding, fluorescence dequenching;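 also: potency is read from the fitted curve at half-maximal effect; plate controls were vehicle for no effect and no enzyme for full effect; nearly all actives have a fitted effect of over 35% in size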
# POLK inh: qHTS for Inhibitors of Polymerase Kappa. AID 588579, 2011. 400,000 compounds, 0.53% hits. DNA polymerase kappa (Homo sapiens), Q9UBT6. Potency, µM (titrated, usually from 107 µM), inactives show at the highest dose activity, negative = inhibition, most hits filed as inhibitors. purified Pol kappa, fluorescent DNA synthesis assay, 10 min; also: potency is read from the fitted curve at half-maximal effect; % is scaled to controls: 0 for no effect and ±100 for the full control effect
# Target sequence (Q9UBT6 whole entry, looked up): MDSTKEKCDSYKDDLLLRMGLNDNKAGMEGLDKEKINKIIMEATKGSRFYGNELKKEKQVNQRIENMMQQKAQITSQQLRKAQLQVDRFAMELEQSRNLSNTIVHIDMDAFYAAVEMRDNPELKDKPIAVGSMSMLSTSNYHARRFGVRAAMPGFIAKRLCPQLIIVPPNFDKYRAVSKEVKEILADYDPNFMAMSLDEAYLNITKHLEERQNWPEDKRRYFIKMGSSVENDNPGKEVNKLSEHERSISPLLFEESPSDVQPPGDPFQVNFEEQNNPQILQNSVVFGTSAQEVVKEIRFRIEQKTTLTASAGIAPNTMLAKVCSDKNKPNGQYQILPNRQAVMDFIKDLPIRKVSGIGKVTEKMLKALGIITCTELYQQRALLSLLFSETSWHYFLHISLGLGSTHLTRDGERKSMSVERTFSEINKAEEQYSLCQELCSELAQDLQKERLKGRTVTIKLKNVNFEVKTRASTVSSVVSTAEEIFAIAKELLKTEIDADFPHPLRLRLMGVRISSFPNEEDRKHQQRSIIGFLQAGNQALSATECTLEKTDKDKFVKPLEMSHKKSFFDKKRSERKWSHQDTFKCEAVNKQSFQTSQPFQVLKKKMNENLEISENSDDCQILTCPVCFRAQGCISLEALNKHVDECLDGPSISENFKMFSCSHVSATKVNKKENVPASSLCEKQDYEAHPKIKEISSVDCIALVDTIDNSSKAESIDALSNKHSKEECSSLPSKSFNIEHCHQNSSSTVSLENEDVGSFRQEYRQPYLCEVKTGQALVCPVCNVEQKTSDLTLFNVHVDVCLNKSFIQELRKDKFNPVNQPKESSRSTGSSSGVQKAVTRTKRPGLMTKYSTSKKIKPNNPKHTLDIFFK
#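 Inhibition of 10 nM Pol kappa is measured by a fluorescent read-out at 0 and 10 min following addition of 50 nM substrate (final), with a 15-min room-temperature compound preincubation.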
# ERG-DNA inh: qHTS for Small Molecule Inhibitors of the ERG Ets/DNA interaction; Transcriptional regulator ERG (Homo sapiens), P11308; fluorescence polarization, His-ERG Ets domain / labelled DNA; Potency, µM (top dose mostly 76.9 µM), for inactives: top-dose FP activity, negative = inhibition, most hits filed as inhibitors; 370,000 compounds, 0.028% hits; active = well fitted inhibition curve with a large enough effect in the polarisation, with a control signal flat; inconclusive = small, poorly fitted or top-dose-only effect, or effect the other way, or a change in a side signal; inactive = no such curve, though single readings can be large or run the other way; the % refers to the polarisation;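 also: polarization taken with two DNA probes labelled with fluorescein and Texas red; potency is read from the fitted curve at half-maximal effect; % of control where 0% means no effect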
#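 His-tagged ERG Ets domain (1 uM in the protein solution; 300mM KCl, 50mM Tris-HCl, 1mM EDTA, 1mM DTT, pH 7.5) received compound, then a probe mix of 5 nM fluorescein-DNA and 100nM Texas-615-DNA. Fluorescence polarization was read for both dyes.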
# Anesthetic bind: qHTS Assay for Identification of Novel General Anesthetics; Ferritin light chain (Equus caballus), P02791; apoferritin/1-aminoanthracene competitive binding, fluorescence; Potency, µM (titrated, usually from 77.5 µM), for inactives: at the highest dose activity change, negative = displacement, hits mostly inhibitors; 350,000 compounds, 0.074% hits; also: potency is read from the fitted curve at half-maximal effect; % is scaled to controls: 0 for no effect and ±100 for the full control effect; nearly all actives have a fitted effect of over 20% in size
# Target sequence (P02791 2-175 limits assumed): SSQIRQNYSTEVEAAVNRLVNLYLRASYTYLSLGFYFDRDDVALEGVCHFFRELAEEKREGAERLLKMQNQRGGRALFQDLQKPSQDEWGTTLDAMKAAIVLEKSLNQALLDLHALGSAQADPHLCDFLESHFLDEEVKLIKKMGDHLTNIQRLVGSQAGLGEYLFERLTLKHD
#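 Steps: apoferritin (10 uM) was premixed with half-saturated 1-AMA in PBS, compounds were pin-transferred, plates stood 10 min at room temperature, fluorescence was read at 380/535 nm, and curves were fitted with a Hill equation.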
# ALOX12 inh: Primary qHTS assay for inhibitors of human arachidonate 12S-lipoxygenase (ALOX12): Round 2 | Polyunsaturated fatty acid lipoxygenase ALOX12 (Homo sapiens), P18054 | 580,000 compounds, 1.1% hits | Potency, µM (doses to about 108 µM), without a hit: at the top dose activity change, negative = inhibition, usual class: inhibitors | purified 12hLO, xylenol orange hydroperoxide absorbance | AID 1671190, 2021; also: potency is read from the fitted curve at half-maximal effect; % is scaled to controls: 0 for no effect and ±100 for the full control effect
#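 Purified human 12hLO at 150 nM in 25 mM Hepes, 0.01% Triton X-100, pH 7.0, preincubated 15 min at room temperature with compound. Reaction started with 40 uM arachidonic acid, 30 min at room temperature. Hydroperoxide measured by Fe-xylenol orange, 573/405 nm absorbance ratio.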
# APEX1 inh: qHTS Assay for Inhibitors of the Human Apurinic/apyrimidinic Endonuclease 1 (APE1). AID 2517, 2012. Potency, µM (titrated, usually from 65.8 µM), for the others: top-dose activity change, negative = inhibition, usual class: inhibitors. 350,000 compounds, 0.35% hits. recombinant APE1, TAMRA/BHQ-2 abasic DNA cleavage fluorescence;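 also: potency is read from the fitted curve at half-maximal effect; plate controls were vehicle for no effect and reference inhibitor for full effect; nearly all actives have a fitted effect of over 55% in size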
#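 Step 1: APE1 (0.75 nM) with compound, 15 min RT. Step 2: add 50 nM fluorophore/quencher THF duplex. Step 3: three fluorescence reads 60 s apart (525/598 nm); read 3 minus read 1 = reaction progress.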
# TRHR ag: qHTS for Small Molecule Agonists and Allosteric Enhancers of Human TRH Receptor: Primary Screen for Agonists; Thyrotropin-releasing hormone receptor (Homo sapiens), P34981; TRHR cells, calcium flux fluo-8, FDSS agonist mode; activation, % at 2 µM; 360,000 compounds, 0.18% hits; AID 493084, 2011; in the data active = activation above about 30%; also: 0% is about no effect
#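 TRHR-expressing cells, plated overnight in medium with 10% serum, were loaded with fluo-8 calcium dye at room temperature. After a 10 s baseline, library compound was pin-added and calcium release was recorded kinetically (ex 480/em 530) as agonist response.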
# POLB inh: qHTS Assay for Inhibitors of DNA Polymerase Beta. P06746. Pol beta primer extension/strand displacement, fluorescence kinetic. Potency, µM (highest dose often 114 µM), without a hit: at the highest dose activity change, negative = inhibition, most hits filed as inhibitors. 340,000 compounds, 1.3% hits. AID 485314, 2010; also: potency is read from the fitted curve at half-maximal effect; % is scaled to controls: 0 for no effect and ±100 for the full control effect
#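 Curves were derived by four-parameter Hill fits of normalized qHTS data. The kinetic fluorescent primer-extension read was taken at 0 and 10 min after 50 nM substrate, following a 15 min room-temperature preincubation of 10 nM enzyme with compounds.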
# An asterisk follows results filed as active; ? = inconclusive; . = not tested or not shown; & = joins results of further samples; [ ] = dose if it differs, or a comment. Unless noted, calls follow the shape of the dose curve; as a rule, active = well fitted curve in the direction sought with a large enough effect; inconclusive = small, poorly fitted or top-dose-only effect, or another doubt; inactive = no such curve, though single readings can be large; an effect the other way counts as inactive or inconclusive. Some of the compounds tested (hit frequency here may not be typical).
SMILES,Pol iota inh,BLM inh,POLK inh,ERG-DNA inh,Anesthetic bind,ALOX12 inh,APEX1 inh,TRHR ag,POLB inh
CCOc1ccc(Br)cc1CNCc1cccnc1,?,-1%,-11%,-8%,-5%,?,8%,0.4,-1%
CCOc1ccc(NC(=O)NCC2CCN(c3ccc(OC)cc3)C2)cc1 (centres undefined),22%,-3%,0%,-10%,-6%,?,1%,-0.1,1%
CCOc1ccccc1N1CC(C(=O)NCCOc2ccccc2OC)CC1=O (centres undefined),16%,0%,-3%,-6%,-4%,5%,7%,-0.5,79%
Cc1cc(C)cc(N2C(=O)CC(Sc3ncn[nH]3)C2=O)c1 (centres undefined),22%,-5%,-4%,5%,-4%,?,20%,0.4,28%
Cc1noc(C)c1COc1cccc(C(=O)N(C)Cc2cccs2)c1,13%,.,-16%,3%,.,-11%,24%,-0.7,.
CCOc1ccccc1NC(=O)C(C)Sc1cc(-c2ccccc2)nc(C)n1 (centres undefined),11%,-10%,-7%,0%,5%,0%,.,-0.3,2%
O=C1C(Nc2ccccc2)=C(NS(=O)(=O)c2ccccc2)C(=O)c2ccccc21,13%,-4%,1%,6%,-2%,1%,-9%,-1.1,30%
O=C1CC(=O)Nc2cc(S(=O)(=O)Nc3ccc(F)cc3Cl)ccc2N1,-12%&4%,-14%&-12%,-6%,-1%&-2%,-7%&-8%,392%&-16%[activator],22%,0.0&0.7,4%&-27%
Cc1nc2cnc(N(C)C)nc2n(C)c1=O,.,-2%,4%[60.1 µM],.,.,0%,-6%,.,.
Cc1ccn2c(=O)c(NC(=O)c3ccc(Br)o3)c(C)nc2c1,-5%,.,0%,-2%,.,-21%,36%,0.2,.
Cc1ccc(SCc2cc(=O)[nH]c(Nc3nc(C)c4ccc(C)cc4n3)n2)cc1,15%,0%,1%,-3%,4%,-55%&-2%,?,0.3,9%
COc1ccccc1-c1sc2ccccc2c1-c1ccc(OCCN2CCOCC2)cc1,-5%,.,-21%,1%,.,-4%,-25%,.,.
O=C(N/N=C/c1cc2c(cc1[N+](=O)[O-])OCO2)c1ccc2c(c1)OCO2,116%[activator],-6%,0%,-6%,-5%,2%,-11%,-1.2,20%
CCCCNC(=S)Nc1ccc(SC(F)F)cc1,-20%,3%,-11%,2%,-21%,?,-4%,-0.1,-21%
CC(C)CNC(=O)CCCc1c[nH]c2ccccc12,11%,-7%,-4%,5%,-12%,0%,-1%,-0.4,52%
CCOc1cc(C(=O)Nc2ccc(-c3nc4cc(C)ccc4o3)cc2)cc(OCC)c1OCC,2%,0%,-19%,4%,-6%,-8%,.,1.1,0%
CCOc1ccc(S(=O)(=O)N2CCCCC2)cc1NC(=O)CN1C(=O)NC(C)(C2CC2)C1=O (centres undefined),14%,.,-1%,-5%,.,7%,48%[activator],-0.1,.
COCCNC(=O)c1cn(C(C)c2ccccc2F)nn1 (centres undefined),-22%,0%,-3%,-3%,-1%,12%,-10%,-0.3,-2%
COc1ccc(N(C(C)C(=O)Nc2cccnc2)S(C)(=O)=O)cc1 (centres undefined),53%[activator],-1%,0%,0%,-2%,-22%,0%,2.2,14%
CCOC(=O)C1CCCN(C(=O)c2ccc3c(=O)n(Cc4ccccc4OC)c(=S)[nH]c3c2)C1 (centres undefined),13%,-9%,-2%,1%,?,-17%,-18%,-0.6,32%
CC(=O)Nc1ccc(Nc2nc(-c3c(C)nc4ccccn34)cs2)cc1,-16%,.,10%,7%,.,?,.,.,.
CN1CCN(C(=O)C2=C[C@H](c3csc4ccccc34)C[C@H](OCc3ccc(CO)cc3)O2)CC1,32%[activator],-1%,-3%,-1%,-8%,1%,2%,-0.4,-3%
CCC(C)NC(=O)c1ccc(COc2ccccc2Cl)cc1 (centres undefined),1%,-10%,1%,-2%,?,0%,6%,-0.8,25%
CN(c1ccccc1)S(=O)(=O)c1cccc(C(=O)OCC(=O)NCCCN2CCCC2=O)c1,138%[activator],-2%,-4%,6%,8%,11%,1%,-0.5,-9%
O=C(CCC(=O)N(CC(=O)NC1CCCC1)Cc1ccc2c(c1)OCO2)Nc1nccs1,.,-5%,.,.,-2%,5%,1%,-0.3,-2%
# Remaining list, next part.
SMILES,Pol iota inh,BLM inh,POLK inh,ERG-DNA inh,Anesthetic bind,ALOX12 inh,APEX1 inh,TRHR ag,POLB inh
c1ccc2sc(SCc3ccc(-c4nnco4)cc3)nc2c1,-1%,-6%,-6%,2%,?,68%[activator],-6%,-0.2,-1%
Cc1ccc2cc(C)c3nnc(SCC(=O)N4CCN(C(=O)c5ccco5)CC4)n3c2c1,21%,-7%,0%[60.1 µM],.,-10%,8%,2%,-0.1,0%
COc1cccc(-n2c(SCC(=O)Nc3cccc(C)c3)nc3c([nH]c4ccccc43)c2=O)c1,11%,-8%,-6%[60.1 µM],7%,-10%,0%,.,0.1,0%
COC(=O)c1cc(C)sc1NC(=O)CN1CCN(C(=O)C2CCCO2)CC1 (centres undefined),24%,-14%,-6%,3%,?,1%,-2%,2.0,6%
COc1ccc([C@]23Cc4c(ccc5ccccc45)C(O2)C2=C(CCCC2=O)O3)cc1,.,-3%[12.4 µM],.,.,-21%[15.3 µM],.,6%[12.4 µM],0.8,-2%[22.9 µM]
COc1cc(/C=N/NC(=O)c2ccc(O)cc2)ccc1OCC(=O)N1CC(C)OC(C)C1 (centres undefined),7%,0%,-20%,-8%,0%,29%,-1%,-0.2,15%
CCc1ccc(NC(=O)Cn2cnc3sc(C)c(S(=O)(=O)N4CCOCC4)c3c2=O)cc1,34%[activator],-1%,-4%,-1%,3%,-11%,21%,-1.2,18%
Cc1ccc(S(=O)(=O)N2CCC[C@H]2C(=O)OCc2cc(=O)oc3cc(C)ccc23)cc1,28%,.,-5%,2%,.,-10%,11%,.,.
CC[C@]12C(=O)N(C)C[C@H]([C@@H]3C(=O)N(C)C(=O)[C@@H]31)N2C(=O)c1ccc(C)cc1,?,.,-21%,3%,.,-2%,.,.,.
CC(C)(C)OC(=O)NCCCCCc1nnc(SCc2ccccc2F)o1,143%[activator],-8%,-2%,13%,-15%,199%[activator],10%,-0.4,9%
CCc1cc2c(=O)[nH]c(Cc3ccc(OC)cc3)nc2s1,17%,0%,-15%,-5%,-8%,-9%,5%,0.0,16%
CC(Oc1ccccc1C(N)=O)C(=O)Nc1ccc(S(=O)(=O)N2CCCC2)cc1 (centres undefined),38%[activator],.,-2%,0%,.,10%,-5%,0.6,.
CC(C)(C)c1ccc(C(=O)NCC(c2ccc(Cl)cc2)N2CCOCC2)cc1 (centres undefined),-11%,-6%,-17%,5%,0%,?,.,-0.8,0%
COc1ccc(CCNc2ncnc3c2cnn3-c2ccc(C)c(Cl)c2)cc1,-10%,-11%,-8%[60.1 µM],3%,-1%,?,.,0.6,3%
COc1ccccc1OCC(=O)N/N=C/C=C/c1ccc([N+](=O)[O-])o1,79µM*,-4%,?,-2%,-23%,?,0%,-1.2,32µM*
COc1ccc(C)cc1NC(=O)/C=C/c1ccc(OC)c(S(=O)(=O)N2CCOCC2)c1,7%,.,-13%,8%,.,1%,-29%,-0.1,.
COC(=O)/C=C1/S/C(=N/NC(=O)c2ccccc2)NC1=O,-2%,-5%,-15%,-9%,-6%,6%,-3%,0.7,-18%
O=C1CC(c2ccc3c(c2)OCO3)CN1 (centres undefined),7%,-4%,-12%,-9%,-13%,1%,-1%,0.1,1%
COC(=O)c1ccc2c(=O)n(CCN3CCOCC3)c(=S)[nH]c2c1,15%,0%,9%,6%,0%,?,-1%,-0.6,-24%
COc1ccc(-c2ccc(SCC(=O)N3CCCC3)nn2)cc1OC,5%,2%,7%,-3%,-16%,-11%,22%,0.4,?
COc1ccc(Br)cc1CNC(=O)c1cnc2sc(N3CCCCCC3)nn2c1=O,-17%,-1%,0%,-1%,-5%,-28%,.,0.0,-22%
COc1ccc(Br)cc1S(=O)(=O)Nc1ncn[nH]1,61%[activator],0%,-10%,-6%,0%,?,11%,0.3,28%
Oc1ccc2ccccc2c1C=NNc1ccccn1,?,.,-16%,9%,.,-16%,.,.,.
CCCN1Cc2cccc(C(=O)NCCCOC(C)C)c2C1=O,17%,-1%,-18%,5%,-2%,3%,3%,-0.2,8%
Cc1ccc(N2C(=O)[C@@H]3C(c4ccc(F)cc4)=NO[C@@H]3C2=O)cc1,-6%,2%,4%,5%,?,0%,1%,0.8,2%
COc1ccc(C(=O)N2CCC3(CCCN(c4ccccc4)C3)CC2)cc1,.,-9%,-4%[60.1 µM],.,.,-1%[57.4 µM],0%,.,.
COc1ccc(-c2cc(C(=O)Nc3ccc(O)cc3)c3ccccc3n2)cc1OC,-5%,-2%,-4%,14%,-15%,?,-11%,-0.2,-1%
COC(=O)c1ccccc1NC(=O)CCS(=O)(=O)c1ccc(Br)s1,-11%,-4%,-6%,-1%,-23%,14%,-5%,-0.9,0%

# Assay outcomes from PubChem.
